LANA DNA inh: inhibitors of KSHV C-LANA binding to DNA, primary screen, biochemical, fluorescence polarization, FAM-LBS DNA, MBP-C-LANA, single point; actives 0.078% (n = 340,000); inhibition, % at 9 µM; Kaposi's sarcoma herpesvirus LANA C-terminal domain (residues 932-1162) DNA binding;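 active = highest replicate inhibition at or above 60% at 9 µM, even if other replicates fall short; inactive = all replicates below 60% inhibition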;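 also: 0% = neutral control wells and 100% = 4 µM acridine orange control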
MOR-DOR ag: agonists of OPRM1-OPRD1 heterodimerization, primary screen, cell-based, luminescence; Mu-type opioid receptor (Homo sapiens) + Delta-type opioid receptor (Homo sapiens), …; cells; actives 0.3% (n = 340,000); activation, % at 9.3 µM; AID 504326, 2011; in the data active = activation above about 18%;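 also: 0% = vehicle-treated cells and 100% = reference agonist; values of inactives mirror those of a sister screen read the other way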
V-ATPase pH: regulators of yeast V-ATPase proton pumping, primary screen, pHLuorin cytosolic pH fluorescence; S. cerevisiae; actives 0.37% (n = 350,000); response, % at 10 µM; in the data active = response mostly above about 7.3%, no sharp cut-off; inactive = mostly below about 5.4%; also: actives read high; inactives centre near 0; some compounds called inactive have numbers as strong as hits; reference of the scale not given here
DSG3 Ab inh: inhibitors of pemphigus antibody binding to DSG3, primary screen, biochemical, bead-based, flow cytometry, scFv-GFP; Desmoglein-3 (Homo sapiens), P32926; DSG3-coupled beads, scFv-anti-DSG3-GFP binding; hits give low values; binding (percent of control), % at 10 µM; actives 0.48% (n = 310,000);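 active = binding more than 3 SD below its plate's average and above zero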;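 also: hits lower antibody fragment binding to DSG3; some compounds called inactive have numbers as strong as hits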
Target sequence (P32926 whole entry, looked up, the tested form may be a part): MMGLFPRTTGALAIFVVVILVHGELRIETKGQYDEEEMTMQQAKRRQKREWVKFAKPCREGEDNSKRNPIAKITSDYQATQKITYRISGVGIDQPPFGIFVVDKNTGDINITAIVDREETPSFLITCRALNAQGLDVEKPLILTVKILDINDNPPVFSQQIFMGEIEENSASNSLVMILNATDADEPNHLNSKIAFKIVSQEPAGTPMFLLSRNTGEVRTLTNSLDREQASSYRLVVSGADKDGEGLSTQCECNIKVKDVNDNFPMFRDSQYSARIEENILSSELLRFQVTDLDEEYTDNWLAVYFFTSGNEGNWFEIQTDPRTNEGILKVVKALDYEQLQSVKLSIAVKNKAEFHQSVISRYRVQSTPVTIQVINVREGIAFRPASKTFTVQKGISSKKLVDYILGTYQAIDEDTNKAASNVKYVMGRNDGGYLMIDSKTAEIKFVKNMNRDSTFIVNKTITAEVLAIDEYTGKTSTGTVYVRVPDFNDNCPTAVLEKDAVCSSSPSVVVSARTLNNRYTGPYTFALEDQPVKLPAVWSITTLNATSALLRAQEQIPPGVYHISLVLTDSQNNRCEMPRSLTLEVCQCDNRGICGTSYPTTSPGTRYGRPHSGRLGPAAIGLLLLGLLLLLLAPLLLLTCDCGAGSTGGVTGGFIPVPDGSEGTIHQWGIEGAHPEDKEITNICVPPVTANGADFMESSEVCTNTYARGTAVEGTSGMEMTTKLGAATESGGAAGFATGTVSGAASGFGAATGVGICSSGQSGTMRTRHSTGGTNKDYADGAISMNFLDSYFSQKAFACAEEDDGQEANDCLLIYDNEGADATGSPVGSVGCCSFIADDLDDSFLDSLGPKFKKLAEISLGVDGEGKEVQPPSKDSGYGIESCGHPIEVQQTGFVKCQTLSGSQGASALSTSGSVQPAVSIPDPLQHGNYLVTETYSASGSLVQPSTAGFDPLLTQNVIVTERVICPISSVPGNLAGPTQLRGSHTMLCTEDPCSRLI
cardiac RTF act: cardiac RTF calcium sensitivity activators, primary screen, biochemical, IANBD-TnC fluorescence, EC20 calcium | activation, % at 7.2 µM | actives 0.24% (n = 340,000) | Troponin I, cardiac muscle (Homo sapiens) + Troponin T, cardiac muscle (Homo sapiens) + … | IANBD-labeled TnC RTF fluorescence at EC20 calcium; 0% EC20 calcium, 100% full calcium;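 active = activation above the mean over all tested compounds plus 3 SD, cut at about 30% in these data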;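 also: rise in fluorescence read as greater calcium sensitivity of cardiac thin filaments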
Keap1 Nrf2 FP: Keap1-Nrf2 protein-protein interaction inhibitors, primary screen, biochemical, fluorescence polarization, single point | Keap1 Kelch-Nrf2 peptide fluorescence polarization, 1536-well | AID 504523, 2011 | inhibition, % at 9.4 µM | Kelch-like ECH-associated protein 1 (Homo sapiens), Q14145 | actives 0.15% (n = 340,000); in the data active = inhibition above about 12%;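 also: human Keap1 Kelch domain with fluorescein labeled Nrf2 9mer peptide probe; 0% = neutral control wells and 100% = peptide positive control; higher means more block of Keap1 binding to Nrf2 peptide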
Wnt bcat act: Wnt/beta-catenin pathway activators, primary screen, cell-based, plate reader, single point; activation, % at 9.35 µM; Wnt/beta-catenin reporter cell assay, activator; AID 743398, 2014; actives 1.2% (n = 300,000); in the data active = activation above about 30%, passing the limit was not always enough;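 also: 0% = neutral control wells and 100% = positive control wells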
Arr AP2 block: inhibitors of beta-arrestin/AP2 binding, primary screen, biochemical, GPCR trafficking, flow cytometry. beta-arrestin 1 C-terminal peptide binding to AP2 beta2-adaptin appendage (human). FITC-arrestin peptide / GST-AP2 beads; AP2 beta2 appendage carries R879A mutation. inhibition, % at 10 µM. actives 0.31% (n = 340,000). AID 504490, 2011;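 active = inhibition above a set limit, near 3 SD of compounds lacking own fluorescence, cut at about 54% in these data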;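 also: plate controls were DMSO wells for no effect and 5 µM unlabelled arrestin peptide for full effect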
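System: GST-AP2 R879A glutathione beads. Medium: PBS with 0.05% Tween 20 and 0.1% BSA. Also added: FITC-arrestin peptide, 50 nM. Incubation: 12 min plus 1 h, RT. Measured by: high-throughput flow cytometry of beads, ex 488, em 535 nm. Evaluation: percent drop in bead-associated FITC signal.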
Cardiac RTF inh: cardiac RTF calcium sensitivity inhibitors, primary screen, biochemical, IANBD-TnC fluorescence, EC70 calcium; inhibition, % at 7.15 µM; IANBD-labeled cardiac RTF, Ca2+ fluorescence; AID 493244, 2011; Troponin I, cardiac muscle (Homo sapiens) + Troponin T, cardiac muscle (Homo sapiens) + …; actives 0.12% (n = 340,000);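 active = inhibition above the mean inhibition of all tested compounds plus 3 SD, cut at about 17% in these data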;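 also: assay run at fixed EC70 calcium of 1.6 mM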
MOR-DOR inv ag: inverse agonists of MOR-DOR heterodimerization, primary screen, cell-based, luminescence | Mu-type opioid receptor (Homo sapiens) + Delta-type opioid receptor (Homo sapiens), … | cell-based MOR-DOR heterodimer luminescence, inverse agonism | inhibition, % at 9.3 µM | actives 0.21% (n = 340,000) | AID 504357, 2011; in the data active = inhibition above about 22%, passing the limit was not always enough;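 also: 0% = cells with DMSO and 100% = wells without cells with DMSO; values of inactives mirror those of a sister screen read the other way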
An asterisk follows results filed as active; / = no result given. Hits appear at their usual frequency. Share with any hit: about 3.1%.

SMILES	LANA DNA inh	MOR-DOR ag	V-ATPase pH	DSG3 Ab inh	cardiac RTF act	Keap1 Nrf2 FP	Wnt bcat act	Arr AP2 block	Cardiac RTF inh	MOR-DOR inv ag
COc1cccc2cc(C(=O)C3=C(O)C(=O)N(CCN4CCOCC4)C3c3ccc(C)o3)oc12 (centres undefined)	2.0	-5.9	2.7	/	6.4	-3.3	1.2	9.4	-4.9	30.5
O=C(O)c1cc(S(=O)(=O)N2CCN(S(=O)(=O)c3ccccc3)CC2)ccc1Cl	-1.2	-3.2	-3.1	94.9	-2.8	-6.3	0.7	-8.2	-0.8	15.3
CNC(=O)C(C)N1c2cccc3cccc(c23)S1(=O)=O (centres undefined)	1.3	0.4	2.2	90.8	-10.3	5.0	1.0	33.3	-5.6	-2.0
O=S(=O)(c1ccc(Cl)cc1)N1CCCN(c2ccc(C(F)(F)F)cn2)CC1	-0.3	5.7	0.9	115.7	3.7	-9.1	11.6	-4.4	4.2	-30.1
O=[N+]([O-])c1cc(CN2CCC(O)CC2)ccc1Cl	0.3	0.7	1.1	107.7	3.8	6.6	-1.8	16.5	-12.9	-3.5
CC1N(C(=O)N2CCOCC2)CCN1S(=O)(=O)c1ccc(Cl)cc1 (centres undefined)	-1.6	-2.4	-3.3	103.1	-0.8	-2.2	-1.2	-6.9	-21.7	12.5
Cc1ccc(NC(=O)CSCC(=O)N(CCC(C)C)c2c(N)n(Cc3ccccc3)c(=O)[nH]c2=O)cc1	-0.3	2.8	-2.0	95.4	-12.2	-0.9	-4.6	29.0	-9.2	-18.0
CCn1cnc2c1c(=O)n(CC(=O)NCc1ccccc1)c(=O)n2Cc1ccccc1	-1.7	0.2	0.8	104.6	3.5	5.8	-0.6	16.4	4.5	-1.2
Cc1cc(C)cc(C(=O)NC(CC(N)=O)c2ccc(N3CCN(c4ccccn4)CC3)c([N+](=O)[O-])c2)c1 (centres undefined)	-1.0	-2.3	5.1	99.9	7.0	-5.1	-1.4	1.9	-20.5	12.6
CCCN(CCC)c1ccc(/C=C/c2ccc3cc(OCC)ccc3n2)cc1	-13.2	0.0	-28.0	119.3	13.9	-4.1	2.9	-2.1	-16.4	0.0
O=C(COc1ccc(Br)cc1)NN1C(=O)c2ccccc2C1=O	/	/	0.0	112.2	/	/	2.7	0.2	/	/
O=C1OCC2=C1C(c1ccc(F)cc1)Sc1ccccc1N2 (centres undefined)	1.0	2.9	0.0	97.8	4.0	1.4	-5.1	0.2	4.3	-16.7
N#Cc1ccccc1OCC(=O)Nc1nnc(C2CC2)s1	1.6	-0.5	1.8	96.2	-0.7	3.8	8.5	8.9	-7.2	2.1
Cc1ccc(N2CC(C(N)=O)CC2=O)cc1 (centres undefined)	-2.4	0.2	-7.3	97.7	5.9	1.4	/	14.4	-2.6	-0.9
CCc1c(O)nc(SCC(=O)Nc2ccc3c(c2)CCC3)[nH]c1=O	0.0	-2.8	-1.0	/	-4.7	0.1	/	23.8	-4.0	11.6
O=C(COc1ccc(Cl)cc1)NNC(=O)c1ccncc1	1.1	-0.9	-1.9	98.7	10.6	-3.1	7.5	-10.1	-4.1	4.9
C=C1CCN([C@@H](Cc2ccccc2)C(=O)NCc2ccc(Cl)cc2)S(=O)(=O)c2ccccc21	1.2	1.4	0.1	102.7	-0.3	-8.2	0.1	2.5	-16.9	-7.6
Cc1ccc(NC(=O)CSc2nnc(-c3cccs3)n2Cc2ccco2)cc1	1.6	-1.6	3.5	105.7	4.8	-0.1	/	0.0	-5.6	8.3
CCOC(=O)Cc1csc(N/N=C\c2ccc(N(C)C)cc2)n1	-1.2	-1.7	7.2	91.9	-2.9	-0.4	-0.4	3.4	-2.4	8.4
Cc1ccc(C)c(NC(=O)CCN2CCCCC2)c1	-1.0	-2.3	3.1	115.3	-0.1	1.9	-0.2	-19.5	-2.7	11.6
CN(C)S(=O)(=O)c1ccc2[nH]cc(/C=C/c3nc4ccccc4c(=O)n3-c3ccccc3)c2c1	3.2	-1.1	-5.5	99.6	6.8	-0.5	/	17.2	1.2	6.1
COc1ccc(NC(=O)CN(C)C(=O)CC2CCCC2)cc1	0.6	-2.3	-1.5	102.5	-4.7	-5.8	-1.0	6.0	-5.7	12.7
Nc1cc2ccccc2oc1=O	-0.2	1.1	/	103.0	-5.6	4.2	/	0.2	-10.6	-6.8
Cc1c(N2C(=O)/C(=C\c3cccc4ccccc34)SC2=S)c(=O)n(-c2ccccc2)n1C	-3.3	1.6	0.6	/	-3.2	0.4	-1.6	22.5	-21.9	-8.8
Cc1ccc2nc(Nc3ccc(C)c(C)c3)c3nncn3c2c1	0.1	-1.7	1.0	106.6	-0.5	2.4	7.2	-19.1	0.8	7.7
O=C(O)CSC(C(=O)Nc1ccc(Br)cc1)c1ccc(Cl)cc1 (centres undefined)	-0.2	1.9	-2.0	94.0	5.5	4.0	0.5	7.7	-2.4	-13.9
Cc1ccc(Cn2nnc3c(=O)n(CC(=O)NCc4ccco4)cnc32)cc1	-1.6	-1.2	0.1	97.7	10.5	-8.6	-1.4	-1.4	4.6	6.8
O=c1nc(SCc2c(F)cccc2Cl)nc(-c2ccc(Cl)cc2)[nH]1	0.5	-2.2	15.0	108.3	5.0	-7.5	-1.8	-11.0	5.5	11.4
O=C(NCC1CCC(C(=O)O)CC1)c1cccnc1 (centres undefined)	0.1	-0.4	0.1	105.2	-3.2	-0.4	/	12.2	-0.7	2.5
Cc1ccc2oc(/N=C(\N)NC(=O)C(C)(C)C)nc2c1	0.8	-8.7	1.7	116.0	-3.5	-3.8	-23.1	14.6	2.3	44.6*
O=S(=O)(N/N=C\c1cccc(F)c1)c1ccccc1	0.9	-4.1	0.6	/	-0.8	-4.9	-0.9	28.5	-4.9	21.2
Cc1nn(C)cc1C(C)Nc1nc2nonc2nc1N1CCCCC1 (centres undefined)	-1.9	-0.4	-1.0	104.7	-1.2	-2.2	-2.5	-3.5	-1.4	2.1
Cc1cccc2cc(CN(Cc3ccc(F)cc3)C(=O)C(F)(F)F)c3nnnn3c12	-0.8	-1.8	1.6	99.8	-5.3	-6.4	-1.6	3.8	7.2	9.7
CCc1ccc(OCc2nnc(SCC(=O)Nc3cccc(C(=O)N4CCOCC4)c3)o2)cc1	-2.3	-2.2	-0.1	101.2	-8.9	-2.0	/	13.8	8.3	11.2
CCOC(=O)c1nnn(-c2nonc2N)c1-c1cccc2ccccc12	1.4	-0.5	0.7	112.9	-7.0	2.2	-0.1	-7.3	1.0	1.9
C=CCn1c(SCc2csc(C)n2)nc2sc3c(c2c1=O)CCC(C)C3 (centres undefined)	0.5	-3.2	-0.1	/	-4.5	-3.7	/	-2.8	1.1	16.0
CCn1c(SCC(=O)N2CCCc3ccccc32)nnc1-c1cccs1	0.5	-3.0	-2.7	126.4	2.9	-2.2	/	18.9	-2.4	16.8
CCN(C[C@H]1N[C@@](CC)(C(=O)OC)[C@H]2C(=O)N(Cc3ccccc3)C(=O)[C@@H]12)C(=O)Nc1ccc(Cl)cc1	0.6	-1.2	2.3	86.8	2.2	-3.3	0.3	-1.9	-10.6	5.5
CCCCN(C)Cc1c(O)ccc2c(=O)c(-c3ccccc3OC)coc12	-4.9	-0.6	-3.1	116.5	4.6	0.0	0.1	3.4	-4.1	2.9
CSc1cccc(NC(C)=O)c1	0.8	-2.9	0.6	94.5	-3.4	2.0	/	-4.7	-7.3	17.7
CCOC(=O)C1=C(C)NC(=O)NC1c1ccc(OCC(N)=O)cc1 (centres undefined)	2.5	2.2	1.6	/	7.1	-3.1	2.8	9.2	0.4	-12.6
O=C(COc1ccc(S(=O)(=O)Nc2ccccc2)cc1)N1CCOCC1	-0.3	-2.2	-2.8	/	-2.8	1.8	-1.6	17.0	-1.9	9.3
O=C(c1ccccc1F)N1CCN=C1SCc1cccnc1	-0.8	-0.7	1.6	105.9	1.4	2.1	0.1	4.8	-9.6	3.7
CCOC(=O)C1C(=O)C=C(C)C(C(=O)OCC)C1c1ccc(OC)cc1 (centres undefined)	-1.0	0.1	1.8	101.5	-0.4	0.4	/	6.7	-5.9	-0.6
Nc1ncnc2c1ncn2[C@@H]1O[C@H](CNS(=O)(=O)c2cc(S(=O)(=O)c3ccccc3)cs2)[C@@H](O)[C@H]1O	-1.9	-1.8	-1.7	100.0	-1.1	-5.1	-2.5	5.0	-5.0	9.1
Cc1cc(C)n(CC(O)Cn2c3ccc(Cl)cc3c3cc(Cl)ccc32)c(=O)n1 (centres undefined)	-0.3	-1.4	0.6	98.1	9.4	-7.3	/	44.6	1.9	8.2
CC1CC(C)CN(CC(=O)c2c[nH]c3ccccc23)C1 (centres undefined)	-1.7	0.3	2.6	128.6	12.1	-7.4	3.0	6.6	-19.5	-1.6
Cc1ccc(-c2ncccc2OC(=O)C23CC4CC(CC(C4)C2)C3)cc1	0.4	-0.2	0.8	130.5	-2.0	2.0	-13.8	-3.5	-8.2	1.0
COc1ccc(-n2ncc3c(=O)n(CC(=O)N(C(C)C)C(C)C)cnc32)cc1	-1.4	-2.7	3.7	87.4	-4.9	3.2	0.0	-17.3	-8.2	12.8
CCOc1ncccc1C(=O)NNC(=O)c1cccc(S(=O)(=O)Nc2ccccc2OC)c1	0.1	-0.5	-0.5	101.8	-1.3	-2.3	-4.5	-0.9	-10.6	3.4
COc1ccc(NC(=O)CN(C)C(=O)c2oc3ccccc3c2C)cc1	1.3	-2.6	3.2	98.3	-3.1	2.9	-2.4	-3.1	4.9	13.6
COc1ccc(N2CC(C(=O)O)CC2=O)cc1 (centres undefined)	-0.9	-2.4	0.3	102.0	7.1	-6.4	-0.8	-7.6	-6.1	14.2
O=C(Nc1ccnn1C1CCN(Cc2ccc(C#CCCO)cc2)CC1)c1cccc(F)c1	0.1	-1.3	-3.3	97.8	-1.9	-4.3	20.5	10.8	0.8	6.8
